Assay outcomes: PubChem BioAssay, National Center for Advancing Translational Sciences (NCATS)
ALOX12 inh: Primary qHTS assay for inhibitors of human arachidonate 12S-lipoxygenase (ALOX12): Round 2; AID 1671190, 2021; actives 1.1% (n = 580,000); Potency, µM (series often up to 108 µM), for the others: top-dose activity change, negative = inhibition, actives largely listed as inhibitors; Polyunsaturated fatty acid lipoxygenase ALOX12 (Homo sapiens), P18054; purified 12hLO, xylenol orange hydroperoxide absorbance; active = well fitted inhibition curve with a large enough effect; inconclusive = small, poorly fitted or top-dose-only effect, or another doubt; inactive = no such curve, though single readings can be large or run the other way
Target sequence (P18054 whole entry, looked up): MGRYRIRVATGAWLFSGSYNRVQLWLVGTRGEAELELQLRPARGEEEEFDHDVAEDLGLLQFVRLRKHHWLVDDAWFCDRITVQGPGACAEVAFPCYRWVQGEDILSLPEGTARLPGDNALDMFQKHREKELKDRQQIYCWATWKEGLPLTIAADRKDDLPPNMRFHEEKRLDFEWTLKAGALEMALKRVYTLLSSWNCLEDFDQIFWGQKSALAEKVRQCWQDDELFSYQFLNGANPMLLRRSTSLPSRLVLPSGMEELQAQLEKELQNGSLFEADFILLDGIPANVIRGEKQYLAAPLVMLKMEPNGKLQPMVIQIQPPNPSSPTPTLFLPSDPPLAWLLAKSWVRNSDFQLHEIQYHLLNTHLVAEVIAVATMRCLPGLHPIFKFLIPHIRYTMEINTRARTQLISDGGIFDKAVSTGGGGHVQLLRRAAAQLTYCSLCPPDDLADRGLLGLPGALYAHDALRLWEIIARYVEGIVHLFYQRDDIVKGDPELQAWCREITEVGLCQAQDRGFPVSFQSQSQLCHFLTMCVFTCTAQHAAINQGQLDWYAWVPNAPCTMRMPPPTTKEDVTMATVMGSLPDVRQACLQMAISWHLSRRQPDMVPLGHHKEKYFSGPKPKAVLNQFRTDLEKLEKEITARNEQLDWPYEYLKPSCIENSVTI
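Purified human 12hLO (150 nM final) in 25 mM Hepes, 0.01% Triton X-100, pH 7.0 was preincubated 15 min at room temperature with compound. Then 40 uM arachidonic acid was added, 30 min. Hydroperoxide was read by Fe-XO absorbance ratio 573/405 nm.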
Active calls of the source: *; ? = inconclusive; & = joins results of further samples; [ ] = dose if it differs, or a comment. % is set by controls: 0 for no effect and ±100 for the full control effect; potency is the fitted concentration of half-maximal effect.

Compound | ALOX12 inh
COCCn1c(-c2ccc(OC)cc2)nc2c1c(=O)[nH]c(=O)n2CC(C)C | 4%
COc1ccc(CNC23CC4CC(CC(C4)C2)C3)c2ccccc12 | ?
CC(C)Cc1ccc(C(NC(=O)CC2(C(=O)O)CCCC2)c2cccs2)cc1 (stereo not given) | -24%
Nc1nccnc1C(=O)NCCc1ccccc1C(F)(F)F | -1%
CN(C(=O)CNc1cc(F)ccc1F)C1CCS(=O)(=O)C1 (stereo not given) | 20%
CC(C)c1cccc(NC(=O)c2cc3n(n2)CC(c2ccc(Cl)cc2)OC3)c1 (stereo not given) | 14%
NCc1cccc(OC(F)F)c1 | 3%
Cc1ccc(CN(C(=O)c2ccco2)c2ccc(CC(=O)N3CCCC3)cc2)cc1 | 15%
Cc1cccc(Cl)c1NC(=O)NCCCN1CCOCC1 | 1%
COc1ccc(C=O)cc1I | ?
CC[C@H]1CN(C(=O)N2CCOCC2)CC[C@H]1CC(=O)NCc1ccccc1OC | 3%[176 µM]
O=c1c(-c2ccccc2)nc2cnc(N3CCNCC3)nc2n1-c1ccccc1 | -23%
CN(C)C(=O)c1ccc(Cl)nc1 | 6%
O=C(NCc1cc(-c2ccccn2)no1)[C@H]1CNC[C@@H](C(=O)N2CCOCC2)C1 | 23%
CCn1c(-c2ccccc2)nn(CC(=O)NCCc2noc(C3CC3)n2)c1=O | 48%[activator]
Cn1c(/C=C/c2c[nH]c3ccccc23)nc2ccccc2c1=O | 9%
COc1ccc(OC)c(/C=N/NC(=O)CCC(=O)Nc2cccc(Cl)c2)c1 | ?
Cc1ccc(NC(=O)Cn2c(-c3cccc(Cl)c3)nc(C)c(CCO)c2=O)cc1 | ?
N#Cc1cc(F)cc(OCCCN2CCC(C(O)(c3ccccc3)c3ccccc3)CC2)c1 | ?
NC(=O)C1CCN(c2cc(-c3noc([C@@H]4CCCN4Cc4ccncc4)n3)ccn2)CC1 | 6%[176 µM]
Cn1cc([C@@H](NC(=O)CCc2ccc3c(c2)OCO3)C2CC(O)C2)cn1 (stereo not given in full) | 13%
C=C(Cl)COc1cc(Cl)ccc1C(N)=O | -15%
Cc1c(-n2nnnc2SC(C(=O)N2CCCCC2)c2ccccc2)c(=O)n(-c2ccccc2)n1C (stereo not given) | -1%
O=C(Nc1ccc(C(F)(F)F)cc1)N[C@@H]1C[C@H](CO)[C@@H](O)[C@H]1O | 9%[176 µM]
COc1cccc(CN(C)C2CCc3ccccc32)c1 (stereo not given) | 65%[activator][176 µM]
CCN1CC(C)C(=O)CC1C (stereo not given) | -14%
CCOc1ccccc1NC(=O)CC1SC(=N)N(c2ccccc2)C1=O (stereo not given) | -1%
CCC1C(=O)NCCN1Cc1ccc2c(c1)CN(Cc1ccc(F)c(OC)c1)CCO2 (stereo not given) | 18%
Cc1noc(/C=C\c2ccc(S(=O)(=O)N3CCc4ccccc43)cc2)c1NC(=O)C1CC1 | -15%
COc1ccc(NC(=O)c2ccc(Cn3cc(Cl)cn3)cc2)cc1OC | -30%
COC(=O)[C@@H](C)NC(=O)[C@H]1CN(C(=O)c2cccnc2)CCN1C(=O)NC1CCCCC1 | 24%
O=[N+]([O-])c1ccccc1/C=N/Nc1ccc(S(=O)(=O)Nc2ccc(Cl)cc2)cc1[N+](=O)[O-] | ?
Cn1c(Cn2cncn2)nnc1C1CCN(Cc2ccc3ccccc3n2)CC1 | ?
COc1ccc(-n2c(=O)c(-c3cccs3)nc3cnc(Nc4ccccc4)nc32)cc1 | ?
O=C(c1cnsn1)N1CCOc2ccc(C(O)C(c3ccccc3)c3ccccc3)cc2C1 (stereo not given) | 12%
CSc1ccccc1NC(=O)/C(=C/c1ccco1)c1ccccc1 | 50µM*
O=C(c1cccc(-n2cnnc2)c1)N(Cc1ccc2[nH]ccc2c1)C1CC1 | 10%
CCCNc1cc(N2CCC(CCC(=O)Nc3ccc(C)cc3)CC2)ncn1 | 50%[activator]
CCNc1ccnc(N2C[C@H]3CN(C(=O)N(C)C)C[C@@]3(C(=O)O)C2)n1 | 8%
O=C(Nc1ccc(S(=O)(=O)N2CCCCC2)cc1)C1=NN(c2ccccc2)C(=O)CC1 | -23%
O=C(NCc1cccnc1)c1ccccc1Nc1ccccc1 | 6%
Cc1ccc(-c2nnc(C(C)Sc3nnc4ccccn34)o2)cc1 (stereo not given) | ?
Cc1cc2c(cn1)C(=O)c1ccccc1-2 | -7%
c1ccc(-c2c3c(ccc4ccccc43)[o+]c3ccc4ccccc4c23)cc1 | ?
CSc1nc(N)c2c(n1)NC1=C(C(=O)CC(C)(C)C1)C2c1ccccc1 (stereo not given) | 0%
COc1ccc(C(=O)N[C@@H]2CCC[C@@H]2C(=O)NCc2ccc(C)c(C)c2)cc1 | 11%
CC(C)N1CCC2(CC1)CN(C(=O)c1ccccn1)Cc1ccccc1O2 | 36%
O=C(NC1CCCCC1)C1CCN(C(=O)N2CC3CC(C2)[C@H]2CCCC(=O)N2C3)CC1 (stereo not given in full) | 32%[activator]
CN(Cc1ccc(-n2cccn2)cc1)C(=O)c1ccccc1C1CCNC1 (stereo not given) | 42%[activator]
COC1CN(c2ccc(C)cc2)C12CCN(C(=O)Cc1cccc(F)c1)CC2 (stereo not given) | ?
Cc1cc(C(=O)N2CC[C@H](CO)[C@H](O)C2)cc2sc(N)nc12 | 42%[activator]
CCc1nnc2sc(-c3ccc(NC(=O)C(C)(C)C)cc3)nn12 | 9%
O=C(COc1ccccc1)N1CCN2C(=O)N(Cc3ccccc3)C(=O)[C@H]2C1 | -16%[176 µM]
NC(=O)c1ccc(NC(=O)c2cc3n(n2)CC(c2ccc(Br)cc2)OC3)cc1 (stereo not given) | 5%
COc1ccc(C(=O)N2CCN(S(=O)(=O)c3ccc(F)cc3)C[C@@H]2C(=O)N[C@H]2CCCNC2=O)cc1 | -39%
COc1ccc(NC(=O)c2ccc3c(c2)NC(=O)CCS3)cn1 | 3%
Cn1cnnc1CC1CCN(C(=O)CCc2nc3ccccc3[nH]c2=O)CC1 | 48%
CC1c2ccsc2CCN1C(=O)CNC(=O)c1ccc(Cl)cc1 (stereo not given) | ?
CCCN(CC(=O)NC(=O)NC1CCCC1)Cc1ccc(C#N)cc1 | 7%
C=CCNc1nc(C(=O)OC(C)C(=O)Nc2ccc(F)c(F)c2F)cs1 (stereo not given) | ?

More entries:
Compound | ALOX12 inh
O=C(c1ccsc1)N1CCCn2cc(-c3ccc4c(c3)OCO4)nc21 | 39%[activator]
COc1c(F)cccc1CN1CCOc2cc([S+](=O)([O-])N(C)C)ccc2C1 | 4%[176 µM]
CC(C)Cc1nc(C#N)c(NCc2ccc(F)cc2)o1 | -6%
COc1cc(CC2CC(c3cccc(Cl)c3)=NO2)c(OC)c2c1OCO2 (stereo not given) | -8%
COc1ccc(OCC(=O)Nc2nn3cc(-c4ccccc4)nc3s2)cc1 | 1%
CC(=O)c1c(C)[nH]c(C(=O)C(C)OC(=O)c2ccc(F)cc2Cl)c1C (stereo not given) | ?
O=C(Cn1nc(-c2ccccc2)ccc1=O)NCc1cccnc1 | 5%
Cc1ccc(NC(=O)C2CCC(C)CC2)cc1 (stereo not given) | 2%
Cc1cc(NC(=S)NCCc2ccccc2)ccc1I | ?
Cc1ccc(-c2ccc3nnc(CNC(=O)Cc4cccs4)n3n2)cc1C | -3%
Cc1nc2ccccc2c(C)c1CC(=O)N(CC(F)(F)F)C(C)C1CC1 (stereo not given) | 2%
COc1ccc2oc(=O)c(-c3ccc(OCC(=O)N4CCN(C(C)=O)CC4)cc3)cc2c1 | 29%
CC(C)c1ccc(/C=N/NC(=O)C2CC2c2ccccc2)cc1 (stereo not given) | ?
COCC(=O)N1CCC(C2CCN(S(=O)(=O)c3ccccc3)C2)CC1 (stereo not given) | 29%
COC(=O)c1ccc(OCc2ccc(C(=O)O)o2)cc1 | 6%
Cc1c(-c2ccc(Cl)cc2)c(=O)oc2ccc(OS(=O)(=O)c3ccccc3)cc12 | 27%
O=C(NCCc1ccc(Cl)cc1)c1nc(-c2cccc(F)c2)c2cnccn12 | 51%[activator]
O=C(NC1CC1)c1cccc(NC(=O)c2cc(C3CC3)nc3ccccc23)c1 | -2%
CCN(CCOc1ccc(F)cc1)C(=O)c1cnc(NC(C)C)nc1 | -3%
CCOC(=O)CCOC(=O)c1ccc(COc2ccc3ccccc3c2)o1 | ?
O=C(c1cccc(F)c1)N1CCCC(c2nccn2Cc2cscn2)C1 (stereo not given) | 15%
CN(Cc1cccc(F)c1)C(=O)NC1CCCC(C(F)(F)F)C1 (stereo not given) | -41%
CN[C@@H]1[C@@H](O)[C@@H](O[C@@H]2[C@@H](O)[C@H](O[C@H]3O[C@H](CN)[C@@H](O)[C@H](O)[C@@H]3O)[C@@H](N)C[C@@H]2NC(=O)[C@@H](O)CN)OC[C@]1(C)O | ?
COc1ccc(OC)c(C2CCCN2CC(=O)N2CCN(c3ccccc3)CC2)c1 (stereo not given) | -15%
N#Cc1c(-c2ccccc2)cc(-c2cccs2)nc1SCCS(=O)(=O)Cc1ccccc1 | -17%
CCc1ccccc1S(=O)(=O)N1CCN(C2CCN(CCC(C)C)C2=O)CC1 (stereo not given) | ?
COc1ccc(CN2CC3(COCC2=O)CN(c2ccc(C(F)(F)F)cn2)C3)cc1F | 9%[176 µM]
NC(=O)COc1ccc(C2CC(=O)Nc3nc(N4CCCCC4)sc32)cc1 (stereo not given) | ?
CN(C)S(=O)(=O)N1CCOC(c2ccc(Cl)c(Cl)c2)C1 (stereo not given) | 52%[activator]
O=C1CCN(Cc2ccncc2)CCCC(C(=O)NCC2CC2)CCN1 (stereo not given) | 76%[activator]
COc1ccc(-c2cc(N3CCCC(NC(=O)c4ccc(F)c(F)c4)C3)n[nH]2)cc1 (stereo not given) | 28%
COc1ccc(N2CC(C(=O)N3CCC(C(=O)NCc4ccc(C(F)(F)F)cc4)C3)NC2=O)cc1 (stereo not given) | 51%&46%[activator]
CC(C)Oc1ccc(CNC(=O)CC2CCOCC2)cc1 | 1%
CCc1ccc(NC(=O)CSc2nc3c(c(=O)[nH]2)CN(Cc2ccc(Cl)cc2)CC3)cc1 | ?
COc1ccc(Oc2ncc3nc(-c4ccccc4)c(=O)n(CCC#N)c3n2)cc1 | 0%
CNC(=O)c1ccc(-c2nc(CN3CCN(C(=O)Nc4ccc(C)c(F)c4)CC3)c(C)o2)cc1 | 2%
C=CCN(C)C(=O)[C@@H]1Cc2cn(Cc3cc(C)on3)c3cccc(c23)[C@H](CC(C)C)N1 | 37%[activator][176 µM]
Cc1cc(N2CCN(Cc3nc(-c4cccc(Cl)c4)no3)CC2)cc(C)n1 | ?
COc1ccc(C(C)=O)cc1CS(=O)(=O)Cc1ccccc1F | ?
O=C1NC(C(=O)NCc2cccs2)Cn2cccc21 (stereo not given) | 0%
Cn1cccc1C(=O)N1CCC(n2cnnc2-c2ccccc2)C1 (stereo not given) | 15%
COc1ccc2[nH]cc(CCNc3ncncc3-c3ccccc3C(F)(F)F)c2c1 | ?
Cc1ccc(C(=O)Nc2ccc3nc(SCc4ccc(Br)cc4)sc3c2)cc1 | -2%
Cc1cccc(-n2c(Cc3cc(=O)[nH]c(=O)[nH]3)nnc2SCC(=O)c2ccccc2)c1 | ?
CCOc1ccccc1NC(=O)Cn1c(N2CCOCC2)nc(C)cc1=O | 16%
CCOCc1nc(C2CCCN(C(=O)c3ccc(C)s3)C2)no1 (stereo not given) | 3%
CCC1=C(C(=O)OC)C(c2ccc(OC)cc2)N2C(CC(=O)NCC3CC3)=CSC2=N1 (stereo not given) | 43%[activator]
N#CC(C#N)=Cc1ccc(-c2cccc(C(=O)O)c2)o1 | -14%
O=C(Nc1ccccc1)N1CCCN(c2nc3ncccc3o2)CC1 | 11%[176 µM]
COC(=O)[C@H]1CCCN1C(=O)[C@@H]1[C@@H](NC(=O)Nc2ccc(F)cc2F)CCN1C(=O)c1cccn1C | 42%

Not all compounds are listed; rates above refer to the full screens.
